# Screening results deposited in PubChem BioAssay by several laboratories.
# LMPTP inh: LMPTP phosphatase inhibitors, primary screen, biochemical, fluorescence intensity, uHTS | Low molecular weight phosphotyrosine protein phosphatase (Homo sapiens), P24666 | actives 0.22% (n = 360,000) | inhibition, % at 20 µM | recombinant LMPTP-A, OMFP fluorogenic substrate | AID 651560, 2012;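 active = compounds that cut the enzyme signal by at least half of the control window in the single-dose screen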;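 note: plate controls were DMSO wells with enzyme plus substrate for no effect and substrate without enzyme for full effect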
# Target sequence (P24666 whole entry, looked up): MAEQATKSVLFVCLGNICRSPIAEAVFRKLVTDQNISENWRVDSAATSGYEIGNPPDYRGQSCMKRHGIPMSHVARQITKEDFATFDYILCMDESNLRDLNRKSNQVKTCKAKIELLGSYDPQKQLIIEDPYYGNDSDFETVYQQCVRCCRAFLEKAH
#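 Test system: LMPTP-A phosphatase enzyme. Amount: LMPTP-A at 0.625 nM final in the reaction. Reagent: OMFP substrate, 400 µM final. Times: 50 min at room temperature. Signal: endpoint fluorescence intensity from OMFP dephosphorylation. Read-out basis: % inhibition. Benchmarks: no-enzyme and uninhibited controls.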
# NadD inh: inhibitors of S. aureus NadD, primary screen, biochemical, colorimetric, uHTS; purified NadD enzyme, colorimetric absorbance read-out; inhibition, % at 20 µM; actives 0.78% (n = 360,000); AID 602399, 2012; in the data active = inhibition above about 26%; note: some compounds past the cut are filed as inactive
# SUMO1 PPI mod: modulators of SUMO1 protein-protein interactions, primary screen, biochemical, uHTS; Small ubiquitin-related modifier 1 (Homo sapiens), P63165; SUMO1 binding to a labelled peptide, TR-FRET, 1 h; inhibition, % at 20 µM; AID 602429, 2012; actives 0.33% (n = 360,000); in the data active = inhibition above about 37%
# Target sequence (P63165 whole entry, looked up): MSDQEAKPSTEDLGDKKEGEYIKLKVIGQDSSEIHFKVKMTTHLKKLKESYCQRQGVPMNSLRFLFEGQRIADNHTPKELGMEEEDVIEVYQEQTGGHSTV
# Tb MetRS inh: T. brucei MetRS inhibitors, primary screen, biochemical, luminescence; purified T. brucei MetRS, ATP depletion, Kinase-Glo luminescence; inhibition, % at 11.9 µM; actives 0.4% (n = 360,000);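 active = inhibition above a per-plate cutoff of the control wells' mean inhibition plus 3 SD, cut at about 5.5% in these data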;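 note: 0% = DMSO wells median and 100% = median of wells with control inhibitor compound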
#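 Test system – parasite MetRS enzyme · Reagent – substrates ATP, L-methionine and bulk Escherichia coli tRNA · Doses – 11.9 µM compound single dose, 0.9% DMSO · Times – 15 min enzyme-compound preincubation, 2 h reaction, 10 min detection, 25 °C · Signal – Kinase-Glo luminescence, ATP depletion format · Controls – DMSO-only wells as low control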
# CSN deneddyl inh: inhibitors of CSN-mediated cullin deneddylation, primary screen, biochemical, fluorescence polarization, uHTS | actives 0.38% (n = 360,000) | inhibition, % at 12.5 µM | Purified CSN, SCF-Nedd8-OG deneddylation | COP9 signalosome complex subunit 5 (Homo sapiens), Q92905;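 active = pattern-corrected inhibition above about 35%, with an unprinted fluorescence ratio check between 0.5 and 1.5, limit read from the data, passing the limit was not always enough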;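 note: 0% = enzyme with substrate and 100% = substrate without enzyme; some results filed as inactive read as strong as hits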
#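 Assay system: Purified human Csn5 enzyme expressed in HEK293T cells | Amount: Enzyme 0.24 nM | Measured by: Fluorescence polarization readout | Medium: Tris/NaCl/DTT buffer, pH 7.5 | Compound dosing: One concentration, 12.5 µM, 0.25% DMSO | Times: 90 min incubation of compound, enzyme and substrate at room temperature | Control set: no-enzyme wells high, enzyme-with-substrate wells low | Read-out: % inhibition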
# Scp-1 inhibitor: Scp-1 phosphatase inhibitors, primary screen, biochemical, colorimetric, uHTS. Carboxy-terminal domain RNA polymerase II polypeptide A small phosphatase 1 (Homo …. Recombinant Scp1, phosphopeptide, malachite green phosphate absorbance. inhibition, % at 20 µM. actives 0.88% (n = 340,000);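 active = inhibition above about 50% at 20 µM, limit read from the data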;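 note: plate controls were DMSO wells with enzyme for no effect and wells lacking enzyme for full effect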
# Target sequence (Q9GZU7 76-261 limits assumed): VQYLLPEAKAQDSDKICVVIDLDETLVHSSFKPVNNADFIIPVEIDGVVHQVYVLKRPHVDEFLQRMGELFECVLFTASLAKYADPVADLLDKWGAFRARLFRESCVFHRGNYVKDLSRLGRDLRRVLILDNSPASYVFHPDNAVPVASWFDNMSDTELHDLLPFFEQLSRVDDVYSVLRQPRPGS
#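 System: truncated SCP-1 phosphatase (76-261aa); medium: Tris acetate buffer pH 5.5 with MgCl2 and Tween-20; incubation: 45 min room-temperature reaction, 5 min colour, 30 min stabiliser; compound: single 20 µM dose, 1% DMSO; reagent: Phosphorylated 17-residue peptide substrate; read-out: % inhibition at 20 µM; technique: colorimetric free-phosphate detection, absorbance 630 nm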
# DNMT1 inh: human DNMT1 methyltransferase inhibitors, primary screen, biochemical, molecular beacon, fluorescence, HinP1I cleavage, uHTS; DNA (cytosine-5)-methyltransferase 1 (Homo sapiens), P26358; inhibition (reported as % activation of signal), % at 10 µM; actives 0.83% (n = 360,000); AID 588458, 2011; in the data active = inhibition above about 50%
# PABP1 MLLE inh: inhibitors of PABP1 MLLE–PAM2 peptide binding, primary screen, biochemical, fluorescence polarization, FITC-PAM2, GST-MLLE; Polyadenylate-binding protein 1 (Homo sapiens), P11940; inhibition, % at 20 µM; actives 0.36% (n = 360,000); AID 588489, 2011; in the data active = inhibition above about 35%, passing the limit was not always enough;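 note: plate controls were DMSO wells with GST-MLLE for no effect and wells lacking GST-MLLE protein for full effect; some results filed as inactive read as strong as hits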
# STEP inh: STEP phosphatase inhibitors, primary screen, biochemical, fluorescence intensity, uHTS | Tyrosine-protein phosphatase non-receptor type 5 (Homo sapiens), P54829 | recombinant STEP, OMFP fluorogenic substrate | inhibition, % at 20 µM | actives 0.25% (n = 360,000);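 active = inhibition at 20 µM, scaled per plate between control wells, above about 37%, limit read from the data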;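 note: 0% = DMSO with enzyme and substrate and 100% = substrate only without enzyme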
# Target sequence (P54829 whole entry, looked up): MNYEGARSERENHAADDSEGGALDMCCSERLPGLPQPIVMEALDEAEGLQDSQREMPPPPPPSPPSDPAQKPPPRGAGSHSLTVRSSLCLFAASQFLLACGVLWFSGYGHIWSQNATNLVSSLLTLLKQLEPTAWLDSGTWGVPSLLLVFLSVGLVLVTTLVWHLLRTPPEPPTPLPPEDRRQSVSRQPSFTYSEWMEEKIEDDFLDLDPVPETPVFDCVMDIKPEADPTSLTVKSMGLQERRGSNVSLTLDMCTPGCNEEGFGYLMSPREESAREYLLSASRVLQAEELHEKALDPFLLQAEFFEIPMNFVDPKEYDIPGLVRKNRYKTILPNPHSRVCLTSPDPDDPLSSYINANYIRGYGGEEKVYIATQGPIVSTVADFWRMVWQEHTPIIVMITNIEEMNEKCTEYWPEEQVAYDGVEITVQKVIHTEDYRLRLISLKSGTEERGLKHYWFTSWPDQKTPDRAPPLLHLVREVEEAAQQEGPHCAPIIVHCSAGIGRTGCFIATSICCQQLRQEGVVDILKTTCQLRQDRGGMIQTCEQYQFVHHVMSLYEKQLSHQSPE
#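 Material: STEP (striatal-enriched tyrosine phosphatase) enzyme, cell-free | Medium: 50 mM Bis-Tris pH 6.0 with 2.5 mM DTT and 0.005% Tween 20 | Read-out: Percent inhibition scaled to no-enzyme and uninhibited-enzyme controls, plate-pattern corrected | Signal: Fluorescence read at 480 nm ex / 540 nm em | Times: 20 min reaction, room temperature, in the dark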
# Rpn11 block: Rpn11 (PSMD14) deubiquitinase inhibitors, primary screen, biochemical, fluorescence polarization, uHTS | 26S proteasome non-ATPase regulatory subunit 14 (Homo sapiens), O00487 | human 26S proteasome, Ub4-pepOG fluorescence polarization; 20S core pre-blocked with epoxomicin | calls only at 20 µM | actives 0.59% (n = 360,000) | AID 588493, 2011;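 active = inhibition at 20 µM, scaled to each plate's controls, above about 33%, limit read from the data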
# Active calls of the source: *; i = inactive; x = no result given; + = active, no number. No enrichment for hits; 3.6% or so of the library scored in one or more.
SMILES,LMPTP inh,NadD inh,SUMO1 PPI mod,Tb MetRS inh,CSN deneddyl inh,Scp-1 inhibitor,DNMT1 inh,PABP1 MLLE inh,STEP inh,Rpn11 block
O=C(c1cccc(Cl)c1)N1CCN(Cc2ccccc2)CC1,-1.1,0,5,-0.5,-6,1,2,-35,-2,i
Cc1ccc2nc(NC(=O)C3CCN(S(=O)(=O)c4ccc5c(c4)oc(=O)n5C)CC3)sc2c1,0.6,5,-4,-1.1,5,-12,-6,-6,1,i
O=C(Nc1cccc(NC(=O)c2cccs2)c1)c1ccc2c(c1)OCO2,-0.8,-7,3,-1.2,-7,0,-3,-1,2,i
Cc1ccc(S(=O)(=O)NCc2ccc(C(=O)N(C)CCC#N)cc2)cc1,-1.7,-5,-1,0.1,-8,1,1,8,-2,i
CCc1ccc(-n2c(C)nc3cc(C(=O)NCc4cccnc4)ccc32)cc1,0.2,-4,-2,-1.2,-2,-5,1,-6,-7,i
O=C(NCCc1ccc(Cl)cc1Cl)c1ccc2nc[nH]c2c1,1.0,0,1,1.0,3,-7,2,-4,5,i
COc1ccccc1-n1c(C)nnc1SCC(=O)Nc1cccc(C(C)=O)c1,-1.0,8,-1,-0.5,-5,2,-1,1,0,i
CC(=O)Nc1ccc(OC(=O)c2ccc(Br)c([N+](=O)[O-])c2)cc1,0.1,-6,-13,-0.8,3,-1,5,-3,0,i
CCC1CN(C(=O)N2CCC(C(=O)NCc3ccccc3C)CC2)c2ccccc2O1 (stereo not given),-0.3,2,3,0.1,-1,-8,1,17,2,i
O=C(NC(=S)Nc1ccccc1N1CCOCC1)c1cccc([N+](=O)[O-])c1,1.8,-7,-16,0.0,4,-8,-2,19,1,i
O=C(Cn1cnc([N+](=O)[O-])c1)c1ccc(Cl)cc1,-0.9,-7,-16,-0.2,7,-4,6,8,-2,i
Cc1c2cnn(CC(=O)NCCN3CCOCC3)c(=O)c2c(C)n1Cc1ccccc1,-0.8,-4,1,-0.4,0,-9,4,-6,-2,i
CCC(C)(C)n1nnnc1C(c1ccc2ncccc2c1)N1CCCCCC1 (stereo not given),0.2,-1,-4,-0.3,2,-5,0,2,-2,i
Cc1nn(-c2ccccc2)c(C)c1/C=N/NC(=O)c1cc(-c2ccccc2)n[nH]1,1.0,13,7,-0.8,0,-11,-8,3,2,i
C/C(CC(=O)Nc1ccc(N(C)C)cc1)=N\NC(=O)c1ccccc1Cl,0.9,9,-1,-0.3,2,x,-4,14,-1,i
Cc1c(Cl)cccc1NC(=O)CCN1CCCCCC1,-0.4,-2,2,-1.1,-1,-10,-7,2,4,i
COc1ccccc1NC(=O)COn1nnc2ccc(S(=O)(=O)N3CCOCC3)cc21,0.9,-1,2,-0.4,1,-7,2,-20,2,i
CCC(=O)N1CCc2cc(S(=O)(=O)NC(C(=O)NC3CCCc4ccccc43)C(C)C)ccc21 (stereo not given),-0.7,1,0,-1.5,1,6,1,2,-2,i
O=C1C2C(c3ccccc3)(C(=O)N1c1ccc(Cl)cc1)C2(c1ccccc1)c1ccccc1 (stereo not given),0.4,12,-1,0.1,3,-10,0,1,1,i
COc1cc(N2C(=O)C=CC2=O)ccc1N1C(=O)C=CC1=O,2.0,-1,35,-0.3,6,7,-5,30,1,i
CC(C)(C)S(=O)N1Cc2cn(Cc3ccccc3)c(=O)cc2[C@@H]1CCO (stereo not given in full),-1.5,2,1,-0.4,2,8,-1,-1,-3,i
COc1cc(Cl)c(CN2CCCC(CO)(Cc3ccccc3)C2)cc1OC (stereo not given),-0.5,-5,3,0.8,4,-5,-5,-9,2,i
O=C(CC(c1ccccc1)c1ccccc1)Nc1ccc2c(c1)OCCO2,0.6,-8,0,-0.1,1,-15,-7,3,-3,i
OCCNCc1ccc(-c2ccccc2)cc1,-1.6,-5,1,-0.3,-13,-5,2,-3,1,i
COC(=O)[C@@]12C[C@@H](CC(=O)NCc3cccc(C(F)(F)F)c3)C(=O)N(CCc3ccc(OC)c(OC)c3)C1=CCC(C)(C)C2,4.0,x,-1,-0.6,0,x,x,x,x,x

# Reprinted from the part before: four entries, followed by the next part.
SMILES,LMPTP inh,NadD inh,SUMO1 PPI mod,Tb MetRS inh,CSN deneddyl inh,Scp-1 inhibitor,DNMT1 inh,PABP1 MLLE inh,STEP inh,Rpn11 block
COc1cc(Cl)c(CN2CCCC(CO)(Cc3ccccc3)C2)cc1OC (stereo not given),-0.5,-5,3,0.8,4,-5,-5,-9,2,i
O=C(CC(c1ccccc1)c1ccccc1)Nc1ccc2c(c1)OCCO2,0.6,-8,0,-0.1,1,-15,-7,3,-3,i
OCCNCc1ccc(-c2ccccc2)cc1,-1.6,-5,1,-0.3,-13,-5,2,-3,1,i
COC(=O)[C@@]12C[C@@H](CC(=O)NCc3cccc(C(F)(F)F)c3)C(=O)N(CCc3ccc(OC)c(OC)c3)C1=CCC(C)(C)C2,4.0,x,-1,-0.6,0,x,x,x,x,x
O=C(Nc1cccnc1)c1cc(-c2ccc(F)cc2)on1,-1.1,-4,-4,0.6,0,-3,0,8,0,i
CCc1ccc2[nH]c(=O)c(-c3ccccc3)c(O)c2c1,-1.9,-4,4,-0.2,-4,-9,3,-5,2,i
CCc1nnc(SCC(=O)N2CCc3ccccc32)n1CC,-1.6,1,8,-0.2,0,-6,2,-3,0,i
CCc1nc2oc3ccccc3c(=O)c2cc1C(=O)OC,-0.3,-9,-13,-0.5,4,-19,-2,1,3,i
Cc1c(NC(=O)c2ccc3c(c2)C(=O)N(CC2CCCO2)C3=O)cccc1C(=O)O (stereo not given),0.2,0,-16,0.0,1,-2,1,4,1,i
CCN(Cc1ccccc1)C(c1ccc(C(F)(F)F)cc1)c1nnnn1C(C)(C)C (stereo not given),2.0,9,3,0.5,4,0,1,7,3,i
COc1cc(F)ccc1S(=O)(=O)NCc1cccnc1,-3.0,1,1,0.2,-1,-2,2,-6,-2,i
O=C(c1ccco1)N1CCN(c2ncnc3c2oc2ccccc23)CC1,-0.4,-3,3,-0.7,0,3,2,0,3,i
O=C(NCc1ccccn1)c1cc(-c2ccccc2Cl)nc2ccccc12,-2.4,3,-4,0.7,0,-11,0,4,-1,i
COc1ccc(Nc2nc(N)nc(CN3CCC(C)CC3)n2)cc1,-0.6,-6,1,-1.1,7,-3,46,0,-2,i
CC(NC(=O)Cc1cccs1)C(c1cccs1)N1CCN(c2ccccc2)CC1 (stereo not given),0.4,1,4,0.3,8,0,-1,-5,3,i
CCc1cccc(NC(=O)Cn2c(=O)n(CCC(=O)NCC3CCCO3)c(=O)c3cc(OC)c(OC)cc32)c1 (stereo not given),-0.3,-12,-1,2.8,2,-5,-2,-12,-1,i
CCOc1ccc(-n2c(=O)c3sccc3n(Cc3cccc([N+](=O)[O-])c3)c2=O)cc1,-0.9,-10,-18,0.4,3,-8,0,2,2,i
O=C(NC1CC1)c1cc(=O)c2ccccc2o1,-1.3,2,-4,-0.3,6,0,6,-15,-1,i
O=C(CCCn1c(=O)c2cccn2c2cccnc21)N1CCN(c2ccccc2F)CC1,0.2,6,3,-0.3,-4,-3,0,2,0,i
Cn1ncc(Cl)c1C(=O)N1CCN(c2ncccn2)CC1,-1.7,1,-2,-0.7,-2,-1,3,1,-3,i
CCOC(=O)N1CCC(Nc2c(Nc3ccc(F)cc3)c(=O)c2=O)CC1,-0.1,-5,1,36*,0,3,-4,-3,0,i
c1ccc(-c2nc3ccccc3c3nc4ccccc4n23)cc1,-0.4,-4,-2,0.2,-4,-6,1,3,-1,i
O=C(COC(=O)Cc1cccc2ccccc12)Nc1ccccc1-c1ccccc1,3.6,6,-1,0.5,-1,-14,-1,15,0,i
O=S(=O)(c1cccs1)n1cccn1,-2.1,2,-1,-1.0,0,2,1,3,0,i
O=C1C(=Cc2cn(-c3ccccc3)nc2-c2ccc(OCc3ccccc3F)cc2)SC(=S)N1CCS(=O)(=O)O,89*,30*,88*,-1.1,50,x,37,-7,7,+
COc1ccc(-c2cc([C@H]3[C@@H]4C=CCC[C@@]4(C)C(=O)N3Cc3ccccc3)ccc2F)cc1,5.9,9,8,-0.2,-1,-4,0,-12,3,i
CCCCN1C(=O)C(CC(=O)NC2CC2)CC(C(=O)N(C(C)C)C(C)C)=C1C (stereo not given),-2.1,5,4,-0.7,4,x,9,6,3,i
CC(/C=C1\SC(=S)N(CCC(=O)Nc2cccc(C(=O)O)c2)C1=O)=C\c1ccccc1,12,19,16,1.6,16,-9,80*,-43,3,+
NC(=O)c1cc2ccccc2o/c1=N/NC(=O)c1ccccc1,-0.2,-7,-29,-0.8,-1,-3,3,2,2,i
O=C(CNC(=O)c1ccco1)NCC(c1ccco1)N1CCCCC1 (stereo not given),-8.1,3,-2,0.0,1,-9,1,4,0,i
N#CC(=Cc1ccncc1)c1ccccc1,-1.6,1,-34,-0.3,1,0,2,-3,-1,i
CCOC(=O)/C(=C/Nc1ccc(F)c(F)c1)[N+](=O)[O-],-1.9,1,0,0.2,4,4,-5,5,-2,i

# With a hit mark in Tb MetRS inh (from the list above):
SMILES,LMPTP inh,NadD inh,SUMO1 PPI mod,Tb MetRS inh,CSN deneddyl inh,Scp-1 inhibitor,DNMT1 inh,PABP1 MLLE inh,STEP inh,Rpn11 block
CCOC(=O)N1CCC(Nc2c(Nc3ccc(F)cc3)c(=O)c2=O)CC1,-0.1,-5,1,36*,0,3,-4,-3,0,i
